LMPTP inh – blocks human LMPTP phosphatase; P24666; recombinant LMPTP-A, OMFP fluorogenic substrate, fluorescence intensity; inhibition, % at 20 µM; hit rate 0.22% among 360,000; AID 651560;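 active = compounds that cut the enzyme signal by at least half of the control window in the single-dose screen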;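 note: plate controls were DMSO wells with enzyme plus substrate for no effect and substrate without enzyme for full effect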
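Assay system: LMPTP-A, protein tyrosine phosphatase of low molecular weight / Medium: pH 6.0 Bis-Tris buffer with DTT and Triton X-100 / Schedule: 50 min enzyme reaction at room temperature, protected from light / Measured by: endpoint fluorescence intensity from OMFP dephosphorylation / Read-out basis: % inhibition relative to no-enzyme and uninhibited control wells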
STEP block – STEP (human) phosphatase inhibition; hit rate 0.25% among 360,000; inhibition, % at 20 µM; recombinant STEP, OMFP fluorogenic substrate, fluorescence;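 active = inhibition at 20 µM, scaled per plate between control wells, above about 37%, limit read from the data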;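 note: 0% = DMSO with enzyme and substrate and 100% = substrate only without enzyme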
Target sequence (P54829 whole entry, looked up): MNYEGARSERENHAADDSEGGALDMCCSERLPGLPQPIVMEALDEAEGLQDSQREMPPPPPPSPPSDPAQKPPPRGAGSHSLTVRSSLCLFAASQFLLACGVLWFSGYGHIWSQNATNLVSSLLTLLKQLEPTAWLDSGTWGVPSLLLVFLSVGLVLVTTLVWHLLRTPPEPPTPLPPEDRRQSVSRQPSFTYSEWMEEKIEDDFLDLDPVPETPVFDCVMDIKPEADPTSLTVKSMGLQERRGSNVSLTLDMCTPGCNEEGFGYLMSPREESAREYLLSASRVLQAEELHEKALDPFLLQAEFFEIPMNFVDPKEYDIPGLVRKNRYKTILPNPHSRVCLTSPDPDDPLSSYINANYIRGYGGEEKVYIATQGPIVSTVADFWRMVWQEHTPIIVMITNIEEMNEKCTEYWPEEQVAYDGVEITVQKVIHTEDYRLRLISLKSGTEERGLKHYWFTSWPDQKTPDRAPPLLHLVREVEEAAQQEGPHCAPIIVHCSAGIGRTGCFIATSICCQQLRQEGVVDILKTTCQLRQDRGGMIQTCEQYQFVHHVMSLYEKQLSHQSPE
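Also added – OMFP at 25 µM · Test system – STEP tyrosine phosphatase · Technique – FITC-channel fluorescence of OMFP product · Schedule – 20 min at room temperature, dark · Evaluation – control-normalized % inhibition with plate pattern correction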
Scp-1 inhibitor – Scp-1 (human) phosphatase inhibition | Q9GZU7 | Recombinant Scp1, phosphopeptide, malachite green phosphate absorbance | inhibition, % at 20 µM | hit rate 0.88% among 340,000 | AID 493091;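 active = inhibition above about 50% at 20 µM, limit read from the data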;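 note: plate controls were DMSO wells with enzyme for no effect and wells lacking enzyme for full effect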
Target sequence (Q9GZU7 76-261 limits assumed): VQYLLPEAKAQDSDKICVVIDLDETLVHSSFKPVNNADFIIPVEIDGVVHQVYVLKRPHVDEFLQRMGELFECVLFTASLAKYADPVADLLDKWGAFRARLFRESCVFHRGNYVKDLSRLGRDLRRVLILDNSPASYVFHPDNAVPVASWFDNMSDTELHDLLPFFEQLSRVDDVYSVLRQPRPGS
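Assay system: SCP-1 catalytic fragment, aa 76-261 | Buffer or medium: Tris acetate buffer pH 5.5 with MgCl2 and Tween-20 | Compound: One concentration, 20 µM, with 1.0% DMSO | Also added: Phospho 17-mer peptide substrate | Signal: Absorbance at 630 nm | Incubation: 45 min enzyme reaction at room temperature | Measure: % inhibition of SCP-1 phosphate liberation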
CSN deneddyl inh – blocks human CSN-mediated cullin deneddylation; Q92905; Purified CSN, SCF-Nedd8-OG deneddylation, fluorescence polarization; inhibition, % at 12.5 µM; hit rate 0.38% among 360,000;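 active = pattern-corrected inhibition above about 35%, with an unprinted fluorescence ratio check between 0.5 and 1.5, limit read from the data, passing the limit was not always enough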;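 note: 0% = enzyme with substrate and 100% = substrate without enzyme; some results filed as inactive read as strong as hits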
Target sequence (Q92905 whole entry, looked up, one chain of several): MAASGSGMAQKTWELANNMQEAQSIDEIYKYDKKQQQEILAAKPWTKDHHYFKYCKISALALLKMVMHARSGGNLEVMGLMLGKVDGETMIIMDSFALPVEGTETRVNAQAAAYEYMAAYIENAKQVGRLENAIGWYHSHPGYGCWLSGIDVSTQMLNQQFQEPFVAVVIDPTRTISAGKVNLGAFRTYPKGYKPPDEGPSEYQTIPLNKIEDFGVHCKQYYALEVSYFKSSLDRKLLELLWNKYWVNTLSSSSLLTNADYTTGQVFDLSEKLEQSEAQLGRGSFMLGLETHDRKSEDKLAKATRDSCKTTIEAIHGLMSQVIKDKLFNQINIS
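Test system: Human Csn5 produced in HEK293T cells | Compound: 12.5 µM single point | Times: 90 min, room temperature | Signal: Fluorescence polarization readout | Read-out basis: % inhibition of substrate cleavage by Csn5 | Controls: no-enzyme wells high, enzyme-with-substrate wells low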
Neddyl block – blocks human cullin neddylation | TR-FRET cullin neddylation, biochemical | hit rate 0.58% among 360,000 | AID 651699 | calls only at 25 µM | P61081+Q13564; in the data active = inhibition above about 36%
SUMO1 PPI mod – modulators of human SUMO1-mediated protein-protein interactions; SUMO1 binding to a labelled peptide, TR-FRET, 1 h; inhibition, % at 20 µM; hit rate 0.33% among 360,000; AID 602429; in the data active = inhibition above about 37%
DNMT1 block – blocks human DNA methyltransferase DNMT1. P26358. DNMT1 molecular beacon, Hinp1I cleavage, fluorescence. inhibition (reported as % activation of signal), % at 10 µM. hit rate 0.83% among 360,000. AID 588458; in the data active = inhibition above about 50%
NadD inh – inhibitors of Staphylococcus aureus NadD. purified NadD enzyme, colorimetric absorbance read-out. inhibition, % at 20 µM. hit rate 0.78% among 360,000. AID 602399; in the data active = inhibition above about 26%; note: some compounds past the cut are filed as inactive
Rpn11 inh – blocks the human proteasome subunit Rpn11; calls only at 20 µM; O00487; human 26S proteasome, Ub4-pepOG fluorescence polarization; 20S core pre-blocked with epoxomicin; hit rate 0.59% among 360,000;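 active = inhibition at 20 µM, scaled to each plate's controls, above about 33%, limit read from the data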
Rin1 Abl inh – human Rin1-Abl interaction inhibition | inhibition, % at 7.35 µM | TR-FRET Rin1/Abl binding, biochemical | hit rate 0.4% among 360,000 | AID 588664; in the data active = inhibition above about 5%, passing the limit was not always enough
An asterisk follows results filed as active; i = inactive; / = not tested or not shown.

SMILES | LMPTP inh | STEP block | Scp-1 inhibitor | CSN deneddyl inh | Neddyl block | SUMO1 PPI mod | DNMT1 block | NadD inh | Rpn11 inh | Rin1 Abl inh
O=C(NCCCN1CCOCC1)c1cc(-c2ccc(O)cc2)on1 | -2.3 | 1 | -1 | -5 | i | 0 | 1 | -3 | i | -1
COc1ccc(-c2ncncc2-c2ccc(OC)c(OC)c2)c(O)c1 | 0.0 | -4 | 31 | -2 | i | 5 | -1 | -7 | i | 2
O=S(=O)(Cc1ccccc1)N1CCC(N2CCN(c3ccccc3)CC2)CC1 | 0.4 | 3 | -3 | -5 | i | 3 | -3 | 4 | i | 0
CCOC(=O)CN1N=C(c2ccc(Cl)s2)CSC1=O | -1.6 | 4 | -3 | -4 | i | -7 | -4 | -4 | i | -5
CCN(CC)CCCN(Cc1cc2cc3c(cc2[nH]c1=O)OCO3)C(=S)Nc1ccccc1 | 1.1 | 6 | -3 | -1 | i | 1 | -3 | -2 | i | 0
Cc1ccc2ccc(S(=O)(=O)n3nc(C)cc3C)cc2c1 | -0.5 | -2 | -8 | -4 | i | -5 | -1 | -6 | i | 5
CCCC(=O)N1CCN(c2ccc(NC(=O)c3ccccc3)cc2)CC1 | 0.0 | 2 | -5 | 1 | i | -4 | 1 | 3 | i | -3
COc1ccc(NC(=O)CSCC(=O)N2CCCc3ccccc32)cc1 | 0.8 | 1 | -1 | -2 | i | 0 | 0 | -1 | i | -2
Cc1ccc(S(=O)(=O)c2ncccc2N)cc1 | -0.6 | 0 | 4 | 2 | i | 0 | -4 | 1 | i | 1
COc1ccc(C(CC(=O)Nc2ccc(C)cc2)NC(=O)C(F)(F)F)cc1 (stereo not drawn) | 0.1 | -2 | -12 | 0 | i | -2 | 1 | 0 | i | 0
COc1ccccc1C1CC(c2ccc(NS(C)(=O)=O)cc2)=NN1S(=O)(=O)c1ccccc1 (stereo not drawn) | 2.6 | 0 | -10 | -2 | i | -3 | -3 | 1 | i | -3
COc1ccc(C(=O)N2CCCC(c3nc(-c4ccc(OC)c(OC)c4)no3)C2)c(OC)c1 (stereo not drawn) | -1.7 | -3 | 2 | -5 | i | -3 | -4 | 1 | i | 2
COCCN(C(=O)CC1OC(=O)c2ccccc21)c1c(N)n(Cc2ccccc2)c(=O)[nH]c1=O (stereo not drawn) | -1.3 | 1 | -10 | -8 | i | 2 | 0 | -6 | i | 2
COc1ccc(S(=O)(=O)NC(=O)C2(C)CCN2C(=O)CC2CCCCC2)cc1OC (stereo not drawn) | -1.1 | -1 | / | 2 | i | 17 | 6 | 5 | i | 2
CCCNC(=O)CSc1ccc(S(=O)(=O)N2CCCCC2)cn1 | -0.8 | 13 | -6 | -2 | i | 4 | 8 | 4 | i | 0
Cn1c(=O)oc2cc(S(=O)(=O)N3CCC(C(=O)N4CCc5ccccc5C4)CC3)ccc21 | 0.5 | -1 | -9 | 1 | i | -2 | -2 | 7 | i | -2
CCOC(=O)c1c(C)c(C#N)c2c3ccccc3ccn12 | -0.6 | -2 | -5 | -3 | i | 21 | 6 | 8 | i | -1
CC[N+](CC)=N/N=C1\C=CC[N+]([O-])=C1 | -0.2 | / | / | 3 | i | -3 | / | 2 | / | /
O=c1[nH]c(SCc2nc3ccccc3c(=O)n2-c2ccccc2C(F)(F)F)nc2ccccc12 | 1.2 | -4 | -7 | 4 | i | 3 | -3 | 6 | i | 0
COc1ccc(-c2noc(CSc3nnc(CCc4ccccc4)n3-c3ccccc3)n2)cc1OC | 1.2 | 1 | 0 | 0 | i | 3 | -4 | 6 | i | 1

Copied from the list:
LMPTP inh, COc1ccc(NC(=O)CSCC(=O)N2CCCc3ccccc32)cc1 : 0.8
STEP block, O=S(=O)(Cc1ccccc1)N1CCC(N2CCN(c3ccccc3)CC2)CC1 : 3
CSN deneddyl inh, COc1ccc(S(=O)(=O)NC(=O)C2(C)CCN2C(=O)CC2CCCCC2)cc1OC (stereo not drawn) : 2
Scp-1 inhibitor, CCCC(=O)N1CCN(c2ccc(NC(=O)c3ccccc3)cc2)CC1 : -5

(continued)
SMILES | LMPTP inh | STEP block | Scp-1 inhibitor | CSN deneddyl inh | Neddyl block | SUMO1 PPI mod | DNMT1 block | NadD inh | Rpn11 inh | Rin1 Abl inh
O=C1C(Oc2ccccc2)C(c2cccs2)N1Cc1ccc2c(c1)OCO2 (stereo not drawn) | 2.3 | -1 | -12 | 2 | i | -1 | -2 | 0 | i | -1
O=S(=O)(Nc1ccc(C(F)(F)F)cc1)c1cnc[nH]1 | 0.6 | -1 | -2 | -2 | i | -2 | 2 | 4 | i | -1
CCOc1ccc(S(=O)(=O)N(C)c2ccc(OCC(=O)NCC3CCCO3)cc2)cc1 (stereo not drawn) | -1.7 | 0 | -9 | -4 | i | 6 | 1 | -2 | i | 0
COc1ccc(CCNC(=O)C2CCCN(S(C)(=O)=O)C2)cc1 (stereo not drawn) | 0.5 | -3 | 5 | 0 | i | 6 | 1 | -3 | i | -2
O=C(NCc1cccs1)c1cc(-c2ccccc2)nc2ccccc12 | 1.3 | 1 | -11 | -6 | i | -2 | -5 | 0 | i | 0
Cc1ccc(S(=O)(=O)N2CCCCC2)cc1C(=O)NCCc1ccccc1 | -1.4 | 1 | 2 | 1 | i | -1 | 0 | -5 | i | -4
O=C(NCc1ccccc1Cl)c1ccc2c(=O)n(CC3CCCO3)c(=S)[nH]c2c1 (stereo not drawn) | 0.7 | 0 | -5 | 6 | i | -4 | -1 | -4 | i | -1
COc1cc2c(cc1OC)C(c1ccc(SC)cc1)CC(=O)N2 (stereo not drawn) | -0.4 | 1 | 0 | 0 | i | 5 | 1 | -1 | i | -3
COc1ccc(-c2nnc3ccc(SCC(=O)Nc4nccs4)nn23)cc1OC | 0.6 | -3 | -5 | 1 | i | -3 | -1 | 2 | i | -3
O=C1N=C(N2CCCC2)S/C1=C\c1ccccc1 | -0.5 | -2 | 2 | 1 | i | -18 | 4 | 1 | i | -5
Cc1ccc(C(C(=O)NC(C)(C)C)N(C(=O)c2csnn2)c2cccc(F)c2)o1 (stereo not drawn) | -1.7 | 8 | -10 | -4 | i | 6 | 2 | -1 | i | 3
Cc1ccc(C(=O)NCCC(=O)NCc2cc(=O)n(C)c(=O)n2C)cc1 | -1.1 | -1 | -1 | -1 | i | 4 | -1 | -3 | i | 3
OCC1(Cc2ccc(Cl)cc2)CCN(Cc2ccc(Oc3ncccn3)cc2)CC1 | 3.1 | 5 | -6 | -7 | i | 1 | 1 | -8 | i | 2
Cc1ccc(C)c(S(=O)(=O)Nc2cc3c4c(c2)CCN4C(=O)CC3)c1 | -0.1 | 0 | 9 | -4 | i | -1 | 0 | -10 | i | 0
COc1ccc([C@@H]2C[C@H](c3ccccc3)Oc3cc(OC)c(OC)c(OC)c32)cc1 | 2.9 | 3 | -9 | -4 | i | 0 | -7 | -3 | i | 4
O=C(Cc1ccc(Cl)cc1Cl)NC1CCCCCC1 | -0.2 | -2 | 1 | 3 | i | 0 | 8 | -3 | i | 1
COC(=O)CN(c1ccc(C)cc1)S(=O)(=O)c1ccc2c(c1)n(C)c(=O)c(=O)n2C | -1.7 | -3 | -10 | -2 | i | 0 | 0 | 1 | i | -1
N#C/C(=C(/O)CO/N=C/c1ccccc1Cl)c1nc2ccccc2[nH]1 | -1.6 | 3 | -23 | 2 | i | -1 | 44 | 16 | i | -2
COc1ccc(S(=O)(=O)NNC(=O)C2CC(c3cccnc3)=NO2)cc1 (stereo not drawn) | -0.1 | -4 | -10 | -6 | i | 8 | 1 | -4 | i | -1
C=CC[C@@H](CC(=O)N[C@H](CO)Cc1ccccc1)C(=O)N[C@@H](COC(=O)[C@@H](CC=C)Cc1ccc(F)cc1)Cc1c[nH]c2ccccc12 | 1.5 | 1 | -8 | -2 | i | -8 | 64* | 1 | i | 0
O=C(CN1CCN(S(=O)(=O)c2ccc(Cl)cc2)CC1)Nc1ccc2c(c1)OCO2 | -0.4 | -4 | 4 | -7 | i | 8 | -1 | 2 | i | -2
CCN(C(=O)CN1c2ccccc2CC1C)c1c(N)n(Cc2ccccc2)c(=O)[nH]c1=O (stereo not drawn) | 3.5 | 2 | -1 | -1 | i | -1 | 1 | 4 | i | 0
O=C(NC(=O)N1CCN(c2cccc(Cl)c2)CC1)c1ccccc1 | -0.4 | 0 | -6 | -9 | i | -1 | 4 | 1 | i | -3
O=C(Nc1cccc(F)c1)NC1CCN(Cc2ccccc2)CC1 | -0.7 | -2 | -3 | -6 | i | -1 | -1 | -3 | i | 0
O=C(Nc1ccccc1Cl)c1ccc(C(=O)Nc2ccccc2Cl)cc1 | -0.9 | -1 | 5 | 1 | i | 2 | 20 | 6 | i | 4
COc1ccc(/C=C(\C#N)C(=O)Nc2cc(S(=O)(=O)N3CCOCC3)ccc2N2CCCC2)cc1 | 5.6 | 6 | -7 | 6 | i | -11 | 1 | 10 | i | -5
COc1ccc(-c2nc3ccccc3n2Cc2ccccc2)cc1 | 4.3 | 2 | -9 | 5 | i | 0 | -4 | -2 | i | 5
O=C1N=C2N(CCN3CCCCC3)c3ccccc3N2/C1=C\c1ccc([N+](=O)[O-])s1 | 0.7 | -2 | -8 | 0 | i | -24 | 29 | 3 | i | 0
CC1CCN(c2cc(N3CCOCC3)c(F)cc2[N+](=O)[O-])CC1 | 2.4 | -3 | -6 | 3 | i | -24 | 1 | -2 | i | -6
Cn1c2nc3ccccc3c-2nc2ccccc21 | 1.8 | -1 | / | 2 | i | -28 | 0 | 2 | i | -19
CC1CCCC(C)N1C(=O)COC(=O)C(Cc1ccccc1)NC(=O)c1cccs1 (stereo not drawn) | -1.8 | -2 | -4 | 3 | i | 0 | -1 | 1 | i | -1
N#C/C(=C\c1ccc(Cl)c([N+](=O)[O-])c1)c1ccccn1 | 1.9 | 6 | 2 | 10 | i | -17 | -1 | 0 | i | -1
COC(=O)Cc1ccc(NC(=S)NCCCO)cc1 | -2.3 | 2 | -13 | -3 | i | 1 | -1 | 4 | i | -4
CCN=C1SCC(=O)N1c1ccc(OC)cc1 | -0.6 | -3 | -10 | -7 | i | -5 | 3 | -3 | i | 3

Of the compounds above, three have a CF3 group:
SMILES | LMPTP inh | STEP block | Scp-1 inhibitor | CSN deneddyl inh | Neddyl block | SUMO1 PPI mod | DNMT1 block | NadD inh | Rpn11 inh | Rin1 Abl inh
COc1ccc(C(CC(=O)Nc2ccc(C)cc2)NC(=O)C(F)(F)F)cc1 (stereo not drawn) | 0.1 | -2 | -12 | 0 | i | -2 | 1 | 0 | i | 0
O=c1[nH]c(SCc2nc3ccccc3c(=O)n2-c2ccccc2C(F)(F)F)nc2ccccc12 | 1.2 | -4 | -7 | 4 | i | 3 | -3 | 6 | i | 0
O=S(=O)(Nc1ccc(C(F)(F)F)cc1)c1cnc[nH]1 | 0.6 | -1 | -2 | -2 | i | -2 | 2 | 4 | i | -1

From PubChem BioAssay
